M4 ag = agonists of human muscarinic M4 receptor (CHRM4). P08173. CHO-K1 hM4/Gqi5, Fluo-8 calcium fluorescence; vehicle 0%, full acetylcholine response 100%. activation, % at 3 µM. 360,000 tested, 0.14% active. AID 624127;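 active = activation above the run mean over all test wells plus 3 SD, cut at about 32% in these data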;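 also: peak over basal fluorescence ratio per well then scaled between controls; 0% = DMSO wells and 100% = acetylcholine at EC100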
Target sequence (P08173 whole entry, looked up): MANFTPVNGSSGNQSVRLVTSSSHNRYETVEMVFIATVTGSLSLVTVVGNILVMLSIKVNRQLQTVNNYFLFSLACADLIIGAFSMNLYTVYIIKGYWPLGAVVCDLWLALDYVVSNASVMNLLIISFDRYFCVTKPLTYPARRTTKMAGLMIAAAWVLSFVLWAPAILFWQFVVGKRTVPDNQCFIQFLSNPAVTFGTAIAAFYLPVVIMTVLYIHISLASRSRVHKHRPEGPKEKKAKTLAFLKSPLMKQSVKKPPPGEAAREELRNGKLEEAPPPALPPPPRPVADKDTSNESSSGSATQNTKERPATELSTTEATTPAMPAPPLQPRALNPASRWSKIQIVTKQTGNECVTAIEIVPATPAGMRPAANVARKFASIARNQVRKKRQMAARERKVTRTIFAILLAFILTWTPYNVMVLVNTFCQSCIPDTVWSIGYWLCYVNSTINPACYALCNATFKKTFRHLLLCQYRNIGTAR
CHO parental Ca = counter-screen: ATP calcium response change in parental CHO cells; 330,000 tested, 0.63% active; inhibition, % at 5.6 µM; parental CHO-K1, ATP-induced calcium, Fluo-8 fluorescence;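 active = inhibition above that plate's mean sample inhibition plus 3 SD, cut at about 26% in these data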;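 also: 0% = ATP-challenged DMSO wells and 100% = DMSO wells without ATP; some compounds past the cut are filed as inactive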
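Test system: parental CHO cells; detection: calcium-sensitive Fluo-8 fluorescence; evaluation: percent inhibition of calcium signal; also added: ATP as calcium-mobilizing challenge; repeats: one well per compound; control set: ATP-challenged DMSO wells low, unchallenged DMSO wells high; compound: single nominal dose of 5.6 µM per compound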
OXTR potentiator = human OXTR potentiation | P30559 | CHO-OTR cells, Fluo-8 calcium fluorescence, potentiator mode; 0% = oxytocin EC15, 100% = EC100 | activation, % at 3 µM | 320,000 tested, 0.061% active;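 active = activation above that plate's cutoff, the mean activation of tested compounds plus 3 SD, cut at about 6.6% in these data, passing the limit was not always enough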;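 also: 100% uses oxytocin at 75 nM as the full agonist control; some results filed as inactive read as strong as hits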
Target sequence (P30559 whole entry, looked up): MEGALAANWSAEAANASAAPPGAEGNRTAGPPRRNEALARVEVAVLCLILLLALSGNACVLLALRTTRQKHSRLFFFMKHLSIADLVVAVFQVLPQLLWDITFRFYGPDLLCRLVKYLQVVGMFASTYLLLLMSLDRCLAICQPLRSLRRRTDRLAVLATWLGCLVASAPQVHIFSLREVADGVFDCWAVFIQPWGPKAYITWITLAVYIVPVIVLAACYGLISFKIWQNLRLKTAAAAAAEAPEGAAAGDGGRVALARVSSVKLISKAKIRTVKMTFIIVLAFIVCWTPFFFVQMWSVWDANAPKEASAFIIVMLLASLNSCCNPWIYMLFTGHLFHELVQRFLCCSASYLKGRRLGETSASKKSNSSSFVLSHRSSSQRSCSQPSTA
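Material: CHO-OTR cells, human receptor; compound dosing: single dose, 3.0 µM nominal final compound concentration; schedule: 6 min compound pre-incubation at room temperature, 100 s kinetic read; measured by: kinetic Fluo-8 calcium fluorescence; read-out basis: % activation vs EC15 and EC100 oxytocin; controls: EC15 oxytocin alone as 0%, 75 nM oxytocin as 100%; replicates: singlicate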
CHO-K1 Ca antag = nonselective inhibitor or artifact in parental CHO-K1 cells | ATP-induced calcium, Fluo-8 fluorescence | inhibition, % at 3 µM | 360,000 tested, 0.6% active;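 active = inhibition above a per-plate cutoff, the plate's mean sample inhibition plus 3 SD, cut at about 24% in these data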;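 also: 0% = DMSO plus EC80 ATP and 100% = DMSO alone without ATP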
CHRM4 antagonist = CHRM4 antagonism in calcium assay; inhibition, % at 3 µM; P08173; CHO-hM4 cells, ACh EC80, Fluo-8 calcium fluorescence; 360,000 tested, 0.73% active;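 active = inhibition above its plate's cutoff, the mean inhibition of sample wells plus 3 SD, cut at about 27% in these data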;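 also: 0% = acetylcholine EC80 with DMSO and 100% = DMSO without agonist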
M1 ag = agonists of human M1 muscarinic receptor | CHO-K1 hM1, Fluo-8 calcium fluorescence, agonist mode; 0% DMSO, 100% acetylcholine EC100 | activation, % at 3 µM | 360,000 tested, 0.33% active | AID 588814;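 active = activation above the run's mean compound activation plus 3 SD, cut at about 16% in these data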;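 also: peak over basal fluorescence ratio within a 140 s kinetic read after compound addition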
CHRM1 antagonist = human CHRM1 antagonism; CHO-K1 hM1, Fluo-8 calcium fluorescence, ACh EC80 antagonist; 360,000 tested, 1.3% active; inhibition, % at 3 µM; P11229;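 active = percent inhibition above its own plate's cutoff, namely the mean of that plate's compound wells plus 3 SD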;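 also: peak over basal fluorescence ratio during 140 s after agonist addition; 0% = ACh EC80 plus DMSO and 100% = DMSO alone without agonist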
CHRM1 PAM = positive allosteric modulators of human M1 muscarinic receptor. AID 588819. P11229. CHO-K1 hM1, Fluo-8 calcium fluorescence, ACh EC20; 0% = ACh EC20, 100% = maximal ACh. 360,000 tested, 0.088% active. activation, % at 3 µM; in the data active = activation above about 19%, passing the limit was not always enough
M1 ag parental = M1 agonist counterscreen hit in parental CHO-K1 cells | Fluo-8 calcium fluorescence; scaled to maximal ATP response, vehicle zero | activation, % at 3 µM | 360,000 tested, 0.48% active; in the data active = activation above about 15%;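 also: untransfected CHO-K1 host cells lacking M1 receptor as counterscreen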
* = called active by the depositor; · = not tested or not shown.

Values run as follows: M4 ag, CHO parental Ca, OXTR potentiator, CHO-K1 Ca antag, CHRM4 antagonist, M1 ag, CHRM1 antagonist, CHRM1 PAM, M1 ag parental
- CC(=O)Nc1ccc(N(CC(O)Cn2c3ccccc3c3ccccc32)S(=O)(=O)c2ccc(C)cc2)cc1 (stereo not given)
 : 7.0, -3.7, -18.9, -9.7, 15.9, -6.8, 8.1, -4.8, 1.2
- O=C(NC1CC1)c1c(O)c2ccccc2[nH]c1=O
 : 0.2, ·, ·, -13.9, 0.3, -2.6, -14.1, 9.6, 1.3
- CCOc1ccc(S(=O)(=O)Nc2ccccc2SC)cc1
 : 0.8, -9.6, -5.0, -8.2, -16.7, -7.3, -5.4, -2.5, 4.0
- CC(=O)c1ccc(OCCCC(=O)NC2=NCCS2)cc1
 : 0.9, 0.9, 3.9, -12.4, 6.0, -3.6, -0.2, -2.4, 1.1
- CN(C)[C@H]1N(C(=O)c2ccc(Br)cc2)N=C2c3ccccc3S(=O)(=O)N21
 : 0.1, -11.8, 1.7, -6.1, 3.4, -5.2, -6.8, 4.6, 0.5
- Cc1cc(C)n(CC(O)COc2ccccc2C(=O)Nc2ccccc2)n1 (stereo not given)
 : 10.5, -13.9, -2.1, 0.8, 13.2, -1.1, 4.0, -4.2, 4.0
- COc1c(C)cc(C(=O)C2CCCN(C(=O)c3cc(C4CC4)[nH]n3)C2)cc1C (stereo not given)
 : 1.9, -26.5, -10.4, -22.4, 1.6, -5.0, -6.6, -0.7, 3.8
- CCOc1ccc(N(C(=O)CNC(=O)c2ccco2)C(C(=O)NC2CCCC2)c2ccco2)cc1 (stereo not given)
 : -1.6, -4.3, 5.0, -7.0, -9.6, -5.2, -8.9, 6.9, -0.7
- CC(=O)c1ccc(Nc2nc(CN)cs2)cc1
 : 0.0, ·, ·, -0.8, 2.1, -0.9, -16.8, 9.8, 0.2
- Cc1ccc2nc(SCC(=O)NC3CC3)[nH]c2c1
 : 0.4, -0.1, 0.6, 5.4, -6.6, -1.4, -14.7, 11.0, -0.2
- COc1ccc(Nc2nc(Cl)nc(NCCO)n2)cc1
 : 0.1, 7.6, 2.8, 7.1, 2.0, -4.8, -3.9, 1.2, -0.3
- COc1cccc(NC(=O)C(Cc2ccccc2)NC(=O)C2CCC(C)CC2)c1 (stereo not given)
 : -2.3, -34.9, -3.9, -9.5, 0.3, -5.8, -3.2, 3.6, 1.5
- CCC(c1nnc(SCC(=O)N2CCOCC2)n1C1CCCCC1)N(C)C (stereo not given)
 : 1.5, 2.0, -1.7, -13.7, -5.2, -3.9, -8.3, 4.5, 1.5
- Cn1c(=O)c2c(ncn2CC(=O)Nc2nc3ccc(F)cc3s2)n(C)c1=O
 : 3.0, -1.8, -11.3, -5.9, 1.3, -4.7, 1.1, 2.6, 0.7
- COc1cccc(CN2CCN(c3ccc(F)cc3)C2=O)c1
 : 0.6, -3.1, -16.7, -15.6, 4.0, -3.3, -4.7, 4.4, 1.0
- Cc1ccc([C@@]2(OC(=O)c3ccccc3)C(=O)N(C(=O)OC(C)(C)C)c3ccccc32)cc1
 : 0.4, ·, ·, -20.6, -15.0, ·, ·, ·, 0.1
- COc1cccc(CNS(=O)(=O)c2ccc3c(c2)N(C)CCO3)c1
 : 4.4, -12.4, -10.6, -15.9, -5.2, 1.3, -5.1, 2.5, 4.4
- Cn1c(=O)n(Cc2ccc(F)cc2)c(=O)c2c1nc1n2CCN1Cc1ccco1
 : 3.3, -23.0, -16.6, -14.1, -3.9, -4.2, 6.7, -0.1, 3.9
- COc1ccc(N2CCN(C(=S)Nc3cc(C)ccc3C)CC2)cc1
 : 0.6, -0.3, 6.3, -9.4, 7.6, -6.0, -6.4, 5.1, 0.5
- COc1ccc(-n2c(COc3ccc4ccccc4c3)nnc2SCC(=O)NCc2ccco2)cc1
 : 14.4, -10.3, -11.7, -5.3, 7.6, -4.4, 4.8, 0.3, 4.6
- CCC(=O)Nc1ccc(N2CCOCC2)c(S(=O)(=O)Nc2ccc(OC)cc2)c1
 : 22.6, -10.4, -12.1, -0.1, 15.9, -2.2, 22.6, -8.9, 5.3
- C#Cc1cc(N2CCN(C(=O)c3ccoc3)CC2)n2nc(-c3cccc(Cl)c3)cc2n1
 : 1.1, ·, ·, 5.1, 7.3, -1.7, 5.3, -9.5, 2.1
- O=C(CSCc1c(Cl)cccc1Cl)Nc1cccnc1
 : 3.3, 7.8, -15.6, -10.6, -2.4, -3.3, -5.7, 3.0, 1.3
- CN(c1ccccn1)c1ncnc2[nH]ncc12
 : 0.4, 13.1, -3.2, -9.5, -11.0, -2.2, -8.9, 3.3, 0.2
- O=C(Nc1ccncc1)Nc1cccc(F)c1
 : 13.3, ·, ·, 6.5, 2.8, 6.1, -8.8, 4.3, 5.7
- Cc1cc(C(=O)OCC(=O)N2CCCC2)c2ccccc2n1
 : 1.2, 1.6, 4.2, -21.6, -0.1, -2.1, -2.2, 8.3, 0.0
- Cc1cc(C)cc(NC(=O)c2cccc(N3C(=O)C4C5C=CC(C5)C4C3=O)c2)c1 (stereo not given)
 : 5.7, ·, ·, -1.6, 3.0, -1.3, -1.4, -0.1, 2.5
- C=CCn1c(COc2ccccc2)nnc1SCC(=O)O
 : 0.1, -2.9, -10.8, -2.5, -6.5, -0.3, -29.2, 6.3, 0.1
- CCOC(=O)c1cc2c(ccn2C)n1CC(=O)N1CCN(c2cccc(C(F)(F)F)c2)CC1
 : 0.9, -17.9, -13.2, 5.1, -7.4, 0.9, -8.7, 5.5, 0.2
- O=C1CC(c2ccco2)Cc2nc(N3CCN(Cc4ccc5c(c4)OCO5)CC3)ncc21 (stereo not given)
 : 7.5, -13.2, -5.8, -9.1, -9.2, -5.0, -3.6, -5.0, 1.9

Values run as follows: M4 ag, CHO parental Ca, OXTR potentiator, CHO-K1 Ca antag, CHRM4 antagonist, M1 ag, CHRM1 antagonist, CHRM1 PAM, M1 ag parental
- COc1ccc(NC(=O)C/C(C)=N/NC(=O)c2cnccn2)cc1Cl
 : 0.7, -17.8, -4.7, -11.1, 4.1, -1.6, -6.5, 4.0, 1.5
- O=C(Nc1cc(S(=O)(=O)N2CCOCC2)ccc1N1CCCC1)C1COc2ccccc2O1 (stereo not given)
 : 4.7, -17.9, -5.3, -11.6, -6.8, -4.2, -5.8, 2.1, 1.8
- CCC(=O)N1CCCC(C)(C(=O)NS(=O)(=O)c2ccccc2Cl)C1 (stereo not given)
 : -0.1, ·, ·, -1.3, -10.3, -0.7, -8.6, 3.4, 0.2
- COc1cc2ncnc(NCc3ccc4c(c3)OCO4)c2cc1OC
 : 2.3, -10.0, -11.5, -11.3, 0.8, -7.3, -1.2, 2.0, 1.1
- COc1ccc(C(=O)Nc2ccc3ccccc3c2)c(OC)c1
 : 0.9, -10.3, -12.3, -11.5, 0.9, -2.1, -3.1, 1.8, 1.0
- COc1ccc(NC(=O)CC2SC(=Nc3ccccc3)NC2=O)c(OC)c1 (stereo not given)
 : 0.8, -18.6, -5.5, 4.3, -8.7, -2.2, 9.4, -1.5, 0.1
- CCCCCCOc1ccc(N2C(=O)CC(S/C(N)=N/N=C(\C)c3cccs3)C2=O)cc1 (stereo not given)
 : 0.2, -7.3, -5.8, -4.2, -0.6, 3.5, 0.2, -0.5, 6.7
- COC(=O)C1C(=O)C=C(Nc2ccc(F)cc2F)CC1c1ccc(OC)cc1 (stereo not given)
 : 0.1, -1.0, -5.9, -0.8, 5.5, -5.4, 6.4, 1.8, 0.8
- COC(=O)C(CCSC)NC(=O)C(NC(=O)C1CCC(C)CC1)C(C)C (stereo not given)
 : 0.4, -22.7, -7.1, -9.9, -3.6, -0.6, -9.2, -4.0, -0.5
- CC1(C)OC(C)(C)/C(=C\c2ccccc2[N+](=O)[O-])C1=O
 : 4.8, -3.6, -11.2, -11.4, -18.6, -2.3, -5.2, 3.7, 6.8
- COc1ccccc1N1CCN(CC(O)COc2ccc(S(=O)(=O)N3CCOCC3)cc2)CC1 (stereo not given)
 : 4.4, 3.8, -11.3, -9.3, 11.3, -5.9, 3.6, -0.5, 5.4
- Cc1c(NC(=O)CC2CC(C)OC2=O)c(=O)n(-c2ccccc2)n1C (stereo not given)
 : 0.6, 5.8, -2.1, 2.0, -7.9, -1.9, -1.9, 6.0, -0.4
- CCOc1cc(C(=O)Nc2ccc(S(=O)(=O)Nc3cnc4ccccc4n3)cc2)cc(OCC)c1OCC
 : -0.6, -13.2, -1.8, -16.2, -8.8, -7.1, -17.7, 7.8, -0.1
- CC(=O)Nc1cccc(NC(=O)c2ccc([N+](=O)[O-])cc2Cl)c1
 : 0.7, -2.4, -1.7, -3.9, 10.9, -3.0, -9.7, 4.6, 0.8
- CCC(C)[C@H](NC(=O)[C@H](Cc1ccccc1)n1c(=O)[nH]c2ccccc2c1=O)C(=O)N1CCC(C(=O)O)CC1 (stereo not given in full)
 : 0.2, -8.9, 4.6, -4.5, -1.6, -3.5, -10.3, 4.8, -0.1
- Cc1ccc(-c2ccc(C(=O)Nc3ccccc3)o2)c2ccccc12
 : 0.8, -23.8, -2.2, -1.6, 5.0, -6.0, 5.6, -1.4, 2.7
- O=C(NCc1ccc2c(c1)OCO2)Nc1cccc2ccccc12
 : 0.7, -7.5, -1.9, -8.3, -1.1, -1.6, -6.1, 2.9, 0.6
- CCOc1ccc(NC(=O)CSc2nc3c([nH]c4ccccc43)c(=O)n2C)cc1
 : -0.1, -0.9, -8.9, -9.4, -9.2, -7.5, -4.6, 0.9, 0.3
- COC(=O)[C@@]1(Cc2ccc(OC)cc2)[C@@H]2[C@@H](CC(=O)[C@H]2CC(=O)C(=O)N(C)C)CN1C(=O)c1ccccc1
 : 3.2, -23.2, -8.6, -4.1, -4.9, -5.2, 0.8, 0.0, 0.0
- O=C(N/N=C/c1ccc(OC2CSC2)cc1)c1ccccc1
 : 6.7, 8.1, -8.9, -5.3, 6.9, 32.3*, 0.3, -1.0, 8.8
- CCSc1nc(NCCN(C)C)c2c3c(sc2n1)COC(C)(CC)C3 (stereo not given)
 : 2.3, -30.8, -5.3, -6.0, 8.8, -3.7, -9.9, 6.7, 1.7
- O=C(/C=C/c1c(F)cccc1Cl)Nc1ncccn1
 : 1.7, -5.0, -10.9, -7.3, 1.1, -4.8, -6.0, 7.6, 0.0

4 entries out of the list, arranged by heavy-atom count, falling:
Values run as follows: M4 ag, CHO parental Ca, OXTR potentiator, CHO-K1 Ca antag, CHRM4 antagonist, M1 ag, CHRM1 antagonist, CHRM1 PAM, M1 ag parental
- Cn1c(=O)n(Cc2ccc(F)cc2)c(=O)c2c1nc1n2CCN1Cc1ccco1
 : 3.3, -23.0, -16.6, -14.1, -3.9, -4.2, 6.7, -0.1, 3.9
- Cc1cc(C)n(CC(O)COc2ccccc2C(=O)Nc2ccccc2)n1 (stereo not given)
 : 10.5, -13.9, -2.1, 0.8, 13.2, -1.1, 4.0, -4.2, 4.0
- C=CCn1c(COc2ccccc2)nnc1SCC(=O)O
 : 0.1, -2.9, -10.8, -2.5, -6.5, -0.3, -29.2, 6.3, 0.1
- CN(c1ccccn1)c1ncnc2[nH]ncc12
 : 0.4, 13.1, -3.2, -9.5, -11.0, -2.2, -8.9, 3.3, 0.2

Bioassay records as filed in PubChem BioAssay.
